# Diaph inh CS: inhibits diaphorase or chemically oxidizes, flagging diaphorase assay artifacts. hit rate 0.69% among 190,000. AID 1217. inhibition, % at 20 µM. diaphorase resazurin-to-resorufin fluorescence, NADH, 16 min; bacterial (C. kluyveri) enzyme, not human;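 active = primary screen inhibition at 20 µM above a set limit, cut at about 50% in these data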;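 note: plate controls were DMSO with full reaction for no effect and wells lacking NADH for full effect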
#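 controls = No-NADH positive control and DMSO neutral control | system = Clostridium kluyveri diaphorase enzyme | timing = reaction incubation of 16 min at room temperature | signal = resorufin fluorescence 544/590 nm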
# TNAP act hiacc: activators of human TNAP at high phosphate acceptor concentration; purified TNAP, CDP-star luminescence, 1 M DEA, 30 min; hits give high values; 0 = EDTA background, 1 = DMSO-only activity; activation factor at 20 µM; 200,000 tested, under 10 active; AID 1136;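 active = activation factor at least 2 at 20 µM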
# Target sequence (P05186 whole entry, looked up): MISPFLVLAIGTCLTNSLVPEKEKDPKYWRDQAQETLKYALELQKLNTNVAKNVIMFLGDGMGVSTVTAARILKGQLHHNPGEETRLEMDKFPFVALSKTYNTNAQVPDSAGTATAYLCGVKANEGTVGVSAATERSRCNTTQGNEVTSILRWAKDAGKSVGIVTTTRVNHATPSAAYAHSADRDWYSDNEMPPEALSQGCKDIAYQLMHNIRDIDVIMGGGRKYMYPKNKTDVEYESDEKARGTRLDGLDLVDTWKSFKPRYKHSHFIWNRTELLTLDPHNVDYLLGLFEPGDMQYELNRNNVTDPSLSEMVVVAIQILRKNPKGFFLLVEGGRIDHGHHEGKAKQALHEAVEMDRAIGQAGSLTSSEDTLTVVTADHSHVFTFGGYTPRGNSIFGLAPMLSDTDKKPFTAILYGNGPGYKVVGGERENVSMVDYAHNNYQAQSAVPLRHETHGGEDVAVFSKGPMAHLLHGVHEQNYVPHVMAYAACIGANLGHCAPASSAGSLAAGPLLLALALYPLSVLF
#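 Dosing: 20 µM single point. System: human TNAP. Amount: TNAP 1/800 final. Incubation: 30 min, room temperature. Read-out: TNAP activation factor scaled between EDTA and DMSO control wells. Signal: luminescence from CDP-star hydrolysis. Medium: 1 M DEA, pH 9.8, Mg2+, Zn2+. Control set: EDTA negative control, DMSO positive control.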
# PMI act satM6P: increases human PMI activity with near-saturating mannose 6-phosphate. P34949. coupled PMI enzyme assay, resazurin fluorescence, 20 min; hits give high values; 1 = untreated enzyme, 0 = substrate-free blank. activation factor at 20 µM. hit rate 0.34% among 190,000;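 active = activation factor of 2 or more at 20 µM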
# Target sequence (P34949 whole entry, looked up): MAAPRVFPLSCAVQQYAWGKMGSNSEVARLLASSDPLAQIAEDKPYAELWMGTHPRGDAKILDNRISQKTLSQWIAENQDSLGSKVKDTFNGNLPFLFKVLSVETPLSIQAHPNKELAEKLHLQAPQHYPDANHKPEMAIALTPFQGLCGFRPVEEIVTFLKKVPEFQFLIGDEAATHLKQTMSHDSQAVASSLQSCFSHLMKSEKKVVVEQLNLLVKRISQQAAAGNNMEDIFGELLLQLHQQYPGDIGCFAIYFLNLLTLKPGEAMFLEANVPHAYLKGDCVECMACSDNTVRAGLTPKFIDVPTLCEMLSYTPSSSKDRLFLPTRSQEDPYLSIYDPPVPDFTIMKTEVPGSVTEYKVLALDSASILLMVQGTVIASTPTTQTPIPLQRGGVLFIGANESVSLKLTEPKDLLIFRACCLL
#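 Technique: Diaphorase-driven resazurin-to-resorufin fluorescence, excitation 544, emission 590 nm | Assay system: Human PMI in coupled enzyme assay | Times: Enzyme reaction with compound 20 min at room temperature | Medium: HEPES-buffered pH 7.4 with magnesium and detergent | Reagent: Mannose-6-phosphate 1.0 mM (near-saturating) plus 0.22 mM NADP+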
# Diaphorase act: counter-screen for diaphorase-based assays: diaphorase activators and chemical reducers; Diaphorase/resazurin coupled assay, resorufin fluorescence, 16 min; hits give high values; 1 = vehicle wells, 0 = NADH-free wells; hit rate 0.005% among 190,000; activation factor at 20 µM;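 active = diaphorase activity raised at least twofold by the compound at 20 µM; inactive = activation factor below 2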
#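 Material: purified diaphorase enzyme from Clostridium kluyveri; Also added: 0.114 mM NADH and 0.1 mM resazurin, final amounts; Doses: single compound dose of 20 µM, 1% DMSO final; Times: 16 min enzyme reaction, ambient temperature; Detection: resorufin fluorescence, excitation 544 nm, emission 590 nm; Measure: increased resorufin signal from activators or reducing compounds.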
# TNAP inh hiacc: TNAP (human) inhibition, high acceptor; P05186; purified TNAP, CDP-star luminescence, 1 M DEA; inhibition, % at 20 µM; hit rate 0.03% among 200,000;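 active = over 50% inhibition of tissue-nonspecific alkaline phosphatase at 20 µM in the single-dose screen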;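 note: plate controls were DMSO wells for no effect and EDTA-quenched wells as full inhibition for full effect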
# TNAP inh noacc: inhibitors of human TNAP without phosphate acceptor; P05186; purified TNAP, CDP-star luminescence, 30 min; inhibition, % at 20 µM; hit rate 0.26% among 200,000;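 active = tissue-nonspecific alkaline phosphatase inhibition above about 50% at 20 µM in the single-dose screen, limit read from the data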;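 note: 0% = DMSO negative control and 100% = EDTA positive control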
# G6PDH counter: L. mesenteroides G6PDH inhibition counter-screen. AID 1020. inhibition, % at 5 µM. hit rate 0.12% among 200,000. Purified L. mesenteroides G6PDH, diaphorase/resazurin coupled fluorescence, 45 min; in the data active = inhibition above about 50%
# PMI activator: phosphomannose isomerase (human) activation | P34949 | purified human PMI, coupled resazurin fluorescence, 20 min; hits give high values; 1 = vehicle control, 0 substrate-free wells | activation factor at 20 µM | hit rate 0.005% among 190,000 | AID 1214;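 active = activation factor of 2 or more at 20 µM, relative to plate controls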
# FLuc act counter: affects firefly luciferase, flagging false hits in luciferase stimulation screens; P08659; ATPlite luciferase biochemical, luminescence, 10 min; 0 = ATP-free wells, 1 = DMSO control; activation factor at 10 µM; 200,000 tested, under 10 active; AID 1027;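 active = luciferase activation factor, scaled between plate controls, of at least 2 with compound at 10 µM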
#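 Material: luciferase plus luciferin reagent, cell-free. Medium: PBS buffer for ATP. Also added: ATP substrate, dispensed from a 10.24 µM working solution in PBS. Doses: test compounds dosed from 2 mM stocks in 100% DMSO. Incubation: 10 min post-reagent at room temperature. Technique: light output (luminescence). Read-out basis: luminescence gain marking luciferase activators.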
# Efa HMGR inh: blocks class II HMG-CoA reductase of Enterococcus faecalis. purified E. faecalis HMGR, NADPH absorbance 340 nm kinetic. inhibition, % at 10 µM. hit rate 0.41% among 190,000;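 active = inhibition above a set limit, the median over all tested compounds plus 3 SD, cut at about 9.5% in these data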;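 note: enzyme runs in reverse so mevalonate oxidation gives rising NADPH absorbance; 0% = complete reaction with DMSO and 100% = background rate lacking mevalonate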
# The depositor's hits bear a star.
# Every second line gives: Diaph inh CS | TNAP act hiacc | PMI act satM6P | Diaphorase act | TNAP inh hiacc | TNAP inh noacc | G6PDH counter | PMI activator | FLuc act counter | Efa HMGR inh
> O=C1CN(C(=O)c2ccc(Br)o2)C(c2ccc(F)cc2)c2cc(F)ccc2N1 (configuration not stated)
→ 25 | 1 | 1.1 | 0.8 | -1 | 0 | 8 | 0.9 | 1.1 | -3
> Cc1nc(Nc2ccncc2)c2oc3ccccc3c2n1
→ 2 | 1 | 1 | 1 | 0 | -9 | 3 | 0.9 | 1.1 | 1
> O=C(NC1CC1)C1CCN(C2CCN(C(=O)/C=C/c3ccc(F)cc3)CC2)CC1
→ -4 | 1.1 | 1.1 | 1 | -5 | -12 | 6 | 1 | 1 | 1
> Cc1nn(Cc2ccccc2)c(=O)n1N(C)c1ncc(C(F)(F)F)cc1Cl
→ 18 | 1.1 | 1 | 0.8 | -7 | -9 | 1 | 1 | 1.1 | 0
> N#Cc1c(Oc2ccc3ccccc3c2)sc(C(=O)c2ccccc2)c1N
→ 17 | 1.1 | 1 | 0.8 | -6 | -1 | 4 | 0.9 | 1.1 | -2
> N#Cc1ccc(CSc2nnc(-c3ccncc3)o2)cc1
→ 1 | 1 | 1 | 1 | -2 | -2 | -2 | 1 | 1.1 | -5
> Cc1ccc(-c2nnc(SC(C)C#N)n2N)cc1 (configuration not stated)
→ 6 | 1 | 0.9 | 0.9 | 1 | -7 | -5 | 0.9 | 1 | 1
> COc1ccc(COC(=O)N/N=C(\C)CC(=O)Nc2ccc(Cl)cc2)cc1
→ 7 | 1 | 1 | 0.9 | 3 | -14 | 5 | 0.9 | 1 | 6
> C=CCc1ccc(OCCOCCNCCOC)c(OC)c1
→ 9 | 1 | 1 | 0.9 | -1 | -15 | 4 | 1 | 1 | -3
> CN(C)c1ccc(P(=O)(OCc2ccccc2)C(O)c2cccnc2)cc1 (configuration not stated)
→ 1 | 0.9 | 1.1 | 1 | 8 | 2 | 2 | 0.9 | 1 | -5
> COc1ccc(NC(=S)NCc2cccs2)c(OC)c1
→ 12 | 1 | 1 | 0.9 | 0 | -4 | 3 | 1 | 1 | -2
> CC(NC(=O)COC(=O)CCNC(=O)c1ccco1)C12CC3CC(CC(C3)C1)C2 (configuration not stated)
→ 17 | 1.1 | 1 | 0.8 | -10 | -17 | 10 | 1 | 1.1 | -6
> C=CCN1C(=O)SC(Cc2cccc(OC)c2O)C1=O (configuration not stated)
→ 8 | 1 | 0.8 | 0.9 | 0 | -18 | 6 | 0.9 | 1 | -1
> COc1ccc(/C=N/Nc2cc(N3CCCC3)nc(N3CCCC3)n2)cc1
→ 8 | 0.9 | 0.5 | 0.9 | 8 | -1 | 46 | 0.7 | 1 | -5
> COc1ccc(N2CCN(CC(=O)Nc3c(C)cc(C)cc3C)CC2)cc1
→ 20 | 1 | 0.9 | 0.8 | -4 | -3 | 2 | 0.9 | 1 | -1
> CCOC(=O)NC1(C(F)(F)F)NC(=O)N(c2ccc(F)cc2)C1=O (configuration not stated)
→ 11 | 1 | 1 | 0.9 | -3 | -15 | -2 | 0.9 | 1.1 | -10
> CCOC(=O)Cc1nnc(NC(=O)CSc2nncn2C)s1
→ 6 | 1 | 1 | 0.9 | 0 | -7 | 4 | 1 | 1 | -7
> Cc1ccc(-n2c(C)cc(C(=O)NS(=O)(=O)c3ccc(C)cc3)c2C)cc1
→ 13 | 1 | 0.9 | 0.9 | -1 | -7 | -3 | 0.9 | 1 | -1
> Cc1sc2nc(-c3ccncc3)[nH]c(=O)c2c1-c1ccccc1
→ 2 | 1 | 1.1 | 1 | 1 | -6 | -6 | 1.1 | 1 | 1
> COCC(=O)Nc1cc([N+](=O)[O-])ccc1OC
→ 18 | 1 | 1 | 0.8 | -4 | -13 | 4 | 1 | 1 | -2
> CCC1(COC(NC(=O)c2cccnc2)(C(F)(F)F)C(F)(F)F)COC1
→ 4 | 1 | 1 | 1 | 0 | -3 | 4 | 1 | 1 | -7
> Cc1onc(-c2c(F)cccc2Cl)c1C(=O)Nc1ccc(S(=O)(=O)Nc2ncccn2)cc1
→ 12 | 1 | 1.1 | 0.9 | -3 | -8 | 6 | 1.1 | 1.1 | 1
> O=C(NCC1COc2ccccc2O1)C1(c2ccccc2)CCCC1 (configuration not stated)
→ 18 | 1.1 | 0.8 | 0.8 | -6 | -7 | 18 | 0.8 | 1 | 0
> Clc1ccc(C2CC(c3ccccc3)Nc3ncnn32)cc1 (configuration not stated)
→ 16 | 1 | 0.9 | 0.8 | 1 | -13 | 2 | 0.9 | 1 | -7
> O=C(COC(=O)c1sc2cc(Cl)ccc2c1Cl)Nc1ncc(Cl)cc1Cl
→ 4 | 1 | 0.8 | 1 | -2 | -6 | 8 | 0.9 | 1 | -1
> C=CCC(C(=O)OC)(C(=O)OC)c1ccc([N+](=O)[O-])cc1[N+](=O)[O-]
→ -2 | 1 | 1 | 1 | -4 | -8 | 3 | 1 | 1.1 | 3
> CCOC(=O)C1=C(CSc2nc3c(cc2C#N)CN(C)CC3)OC(N)=C(C#N)C1c1ccncc1 (configuration not stated)
→ 36 | 1 | 0.6 | 0.6 | 1 | -7 | -7 | 0.9 | 1.1 | -5
> Cc1cccnc1NC(=S)Nc1ccc(Br)cc1Cl
→ -1 | 1 | 0.9 | 1 | 0 | -12 | 7 | 0.9 | 0.8 | -2
> CC(Oc1ccc2ccccc2c1)C(=O)NNC(=S)NC(=O)c1ccco1 (configuration not stated)
→ 18 | 1 | 1 | 0.8 | -4 | -6 | 4 | 0.9 | 1 | -3
> CCn1cc(C(=O)NCCCN2CCC(C)CC2)c2cc(OC)c(OC)cc2c1=O
→ 24 | 1.1 | 0.8 | 0.8 | -8 | -15 | 3 | 0.9 | 1.1 | 3
> COc1ccc(CNc2nc(-c3cccnc3)nn2C(=O)C(C)C)cc1
→ 8 | 1 | 0.9 | 0.9 | -3 | 10 | 12 | 1 | 1 | -3
> O=C(CSc1ccc2c(c1)OCCO2)NC(=O)Cc1ccccc1
→ 6 | 1 | 1 | 0.9 | -3 | -8 | -3 | 1 | 1 | 1
> O=C(NCc1ccco1)c1ccc(Cn2c(=O)c3ccccc3n(Cc3cccc(F)c3)c2=O)cc1
→ -2 | 1.1 | 1.1 | 1 | -8 | -11 | 9 | 0.9 | 1 | -13
> O=C(N/N=C/c1ccco1)c1cc(-c2cccc3ccccc23)n[nH]1
→ 9 | 1 | 1 | 0.9 | 4 | 27 | 0 | 0.9 | 1 | 0
> S=c1[nH]nc(CCc2ccccc2)n1Cc1ccccc1
→ 9 | 1 | 0.9 | 0.9 | 4 | 17 | 1 | 0.9 | 1 | -8
> CCOc1ccc(OCC)c(NC(=O)C2CCN(c3nn4c(=O)cc(C)nc4s3)CC2)c1
→ 22 | 1 | 0.9 | 0.8 | -5 | -12 | 5 | 0.8 | 1 | 2
> CN(C)S(=O)(=O)c1cccc(NC(=O)COC(=O)CCc2nc3ccccc3s2)c1
→ 27 | 1 | 0.9 | 0.7 | -1 | -8 | 0 | 0.8 | 1 | -3
> Cc1ccc(NC(=O)CSCCc2ccccn2)nc1
→ -7 | 1 | 1.1 | 1.1 | -2 | -16 | 0 | 1.2 | 1 | 0
> O=C(Cn1cccc1)N1CCc2ccccc21
→ 13 | 1.1 | 1 | 0.9 | -5 | -16 | -1 | 1 | 1 | -9
> CC1CCCCC1NC(=O)c1nnc(Cc2ccc(Cl)cc2)o1 (configuration not stated)
→ 22 | 1.1 | 0.9 | 0.8 | -6 | -9 | 20 | 1 | 1.1 | 5

# Gathered by group, those above with an aryl methoxy group.
# Every second line gives: Diaph inh CS | TNAP act hiacc | PMI act satM6P | Diaphorase act | TNAP inh hiacc | TNAP inh noacc | G6PDH counter | PMI activator | FLuc act counter | Efa HMGR inh
> COc1ccc(COC(=O)N/N=C(\C)CC(=O)Nc2ccc(Cl)cc2)cc1
→ 7 | 1 | 1 | 0.9 | 3 | -14 | 5 | 0.9 | 1 | 6
> C=CCc1ccc(OCCOCCNCCOC)c(OC)c1
→ 9 | 1 | 1 | 0.9 | -1 | -15 | 4 | 1 | 1 | -3
> COc1ccc(NC(=S)NCc2cccs2)c(OC)c1
→ 12 | 1 | 1 | 0.9 | 0 | -4 | 3 | 1 | 1 | -2
> C=CCN1C(=O)SC(Cc2cccc(OC)c2O)C1=O (configuration not stated)
→ 8 | 1 | 0.8 | 0.9 | 0 | -18 | 6 | 0.9 | 1 | -1
> COc1ccc(/C=N/Nc2cc(N3CCCC3)nc(N3CCCC3)n2)cc1
→ 8 | 0.9 | 0.5 | 0.9 | 8 | -1 | 46 | 0.7 | 1 | -5
> COc1ccc(N2CCN(CC(=O)Nc3c(C)cc(C)cc3C)CC2)cc1
→ 20 | 1 | 0.9 | 0.8 | -4 | -3 | 2 | 0.9 | 1 | -1
> COCC(=O)Nc1cc([N+](=O)[O-])ccc1OC
→ 18 | 1 | 1 | 0.8 | -4 | -13 | 4 | 1 | 1 | -2
> CCn1cc(C(=O)NCCCN2CCC(C)CC2)c2cc(OC)c(OC)cc2c1=O
→ 24 | 1.1 | 0.8 | 0.8 | -8 | -15 | 3 | 0.9 | 1.1 | 3
> COc1ccc(CNc2nc(-c3cccnc3)nn2C(=O)C(C)C)cc1
→ 8 | 1 | 0.9 | 0.9 | -3 | 10 | 12 | 1 | 1 | -3

# Assay outcomes from PubChem.
